Bioassay records deposited in PubChem BioAssay by several laboratories.
MazF activator – MazEF (E. coli) toxin RNase activation; hit rate 0.32% among 350,000; activation, % at 20 µM; AID 504720; FAM/BHQ RNA-DNA oligo cleavage fluorescence, 5 h; in the data active = activation above about 50%
Target sequence (P0AE70 whole entry, looked up): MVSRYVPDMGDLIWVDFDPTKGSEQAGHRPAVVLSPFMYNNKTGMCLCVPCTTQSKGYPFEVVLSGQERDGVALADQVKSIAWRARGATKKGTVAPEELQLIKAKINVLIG
SSB-PriA inh – inhibitors of Klebsiella pneumoniae PriA binding to SSB C-terminal tail; AlphaScreen SSBct-PriA binding, biotinylated peptide; inhibition, % at 33 µM; hit rate 0.6% among 430,000; in the data active = inhibition mostly above about 37%, no sharp cut-off; inactive = mostly below about 20%;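 note: plate controls were negative control peptide for no effect and reference peptide for full effect; strong numbers were not always called active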
CCHFV vOTU inh – blocks the CCHF virus ovarian tumor domain protease; CCHFV vOTU protease, Pep-AMC fluorescence; inhibition, % at 11.5 µM; hit rate 0.55% among 370,000; AID 651958; in the data active = inhibition above about 30%; note: 0% = vehicle wells with enzyme and 100% = no enzyme wells
3CLpro inhibitor – SARS-CoV 3CLpro protease inhibition. P0C6X7. recombinant SARS-CoV 3CLpro, quenched FRET peptide cleavage. inhibition, % at 6 µM. hit rate 0.14% among 290,000; in the data active = inhibition above about 12%
DUSP3 inh – DUSP3 (human) phosphatase inhibition; P51452; recombinant VHR phosphatase, pNPP absorbance; inhibition, % at 13.3 µM; hit rate 0.52% among 290,000; AID 1654; in the data active = inhibition above about 50%; note: some compounds called inactive have numbers as strong as hits
Target sequence (P51452 whole entry, looked up): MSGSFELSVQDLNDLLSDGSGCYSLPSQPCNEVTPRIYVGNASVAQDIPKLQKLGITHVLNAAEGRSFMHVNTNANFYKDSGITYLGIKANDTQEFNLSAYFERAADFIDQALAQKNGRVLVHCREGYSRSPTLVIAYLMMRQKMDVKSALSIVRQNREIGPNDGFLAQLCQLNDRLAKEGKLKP
TcdB GH inh – TcdB glycohydrolase inhibition | TcdB glycohydrolase enzymatic assay, plate reader | inhibition, % at 9.99 µM | P18177 | AID 652162 | hit rate 0.24% among 350,000; in the data active = inhibition above about 10%
PrPC surface inh – reduces human prion protein on the cell surface; AID 720596; inhibition, % at 13.8 µM; hit rate 0.43% among 370,000; cell surface PrPC, TR-FRET read-out; in the data active = inhibition above about 24%; note: 0% = median of the test wells and 100% = reference compound wells
Rv3671c inh – Rv3671c (M. tuberculosis) protease inhibition. inhibition, % at 5.96 µM. hit rate 0.048% among 320,000; in the data active = inhibition above about 38%;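 note: extracellular domain of Rv3671c used as enzyme; 0% = enzyme with DMSO and 100% = no enzyme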
Target sequence (P9WHR9 whole entry, looked up, the tested form may be a part): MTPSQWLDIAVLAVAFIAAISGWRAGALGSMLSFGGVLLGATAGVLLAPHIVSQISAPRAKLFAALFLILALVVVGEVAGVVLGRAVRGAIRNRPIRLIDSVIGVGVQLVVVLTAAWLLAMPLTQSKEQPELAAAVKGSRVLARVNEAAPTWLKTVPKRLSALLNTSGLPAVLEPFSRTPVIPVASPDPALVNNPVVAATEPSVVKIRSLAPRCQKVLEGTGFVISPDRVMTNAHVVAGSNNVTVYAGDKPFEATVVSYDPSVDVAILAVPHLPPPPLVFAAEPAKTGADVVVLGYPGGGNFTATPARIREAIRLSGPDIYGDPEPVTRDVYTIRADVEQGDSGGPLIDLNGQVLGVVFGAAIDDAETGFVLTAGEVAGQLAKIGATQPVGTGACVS
Vc quorum ag – induces V. cholerae light production without autoinducers. V. cholerae BH1578 lux reporter, luminescence, 6 h. activation, % at 18.7 µM. hit rate 0.16% among 350,000; in the data active = activation mostly above about 9.7%, no sharp cut-off; note: not every result past the cut was called active; inactives centre near 0; reference of the scale not given here
Yp Topo-I inh – Y. pestis Topo-I inhibition via cleavage products; Y. pestis Topo-I cleavage product accumulation, plate reader; activity, % at 10 µM; hit rate 0.064% among 360,000; AID 504884; in the data active = activity above about 50%, passing the limit was not always enough; note: inactives centre near 2
* = called active by the depositor; i = inactive; x = not tested or not shown; & = joins results of further samples.

SMILES | MazF activator | SSB-PriA inh | CCHFV vOTU inh | 3CLpro inhibitor | DUSP3 inh | TcdB GH inh | PrPC surface inh | Rv3671c inh | Vc quorum ag | Yp Topo-I inh
Cc1cc(-c2ccc(C(C)C)c(S(=O)(=O)N3CCN(c4ccccc4)CC3)c2)on1 | -4.5 | 9.4 | 13.6 | 3.0 | 10.8 | 1.4 | 5.8 | -6.7 | i | 24.5
CC(=O)c1cc2cc(O)ccc2o1 | 5.8 | 1.4 | -338.6 | 5.1 | 18.9 | x | 6.5 | 1.5 | i | -1.4
O=C(CNC(=O)c1ccc(OC(F)F)cc1)NCC1(N2CCOCC2)CCCCC1 | 7.2 | -2.6 | -6.0 | x | x | -0.3 | -4.8 | -2.4 | i | -11.1
Cc1ccc(C(=O)n2cc(CCN3CCS(=O)(=O)CC3)c3ccccc32)cc1 | -0.6 | -0.5 | -3.6 | 2.4 | 28.7 | x | -7.3 | -1.5 | i | 22.9
CCOc1ccc(NC(=O)CCCNC(=O)Cn2cnc3sc(C)c(C)c3c2=O)cc1 | 0.6 | -8.6 | 7.3 | 0.3 | 10.1 | 0.5 | 1.0 | 10.1 | -0.6 | -2.0
O=C(CCC1CCCCC1)Nc1cccnc1 | -7.2 | -21.4 | -0.1 | 3.8 | -4.2 | x | 6.9 | 3.8 | -7.1 | -13.3
COc1cc(CN2C[C@@H](CO)O[C@@H](n3cnc4c(NCc5ccncc5)ncnc43)C2)cc(OC)c1OC | x | x | 0.8 | x | x | 0.4 | -7.7 | x | -0.2 | 5.1
O=C1CC(=O)Nc2cc(S(=O)(=O)NCc3cccs3)ccc2N1 | 1.3 | -8.7 | 1.6 | -3.8 | 14.0 | 0.3 | 1.1 | 10.2 | -0.6 | 3.9
O=S(=O)(NC1CCCCCC1)c1cccc2cccnc12 | 1.2 | -18.4 | 12.4 | -3.2 | 32.2 | x | -4.0 | 3.7 | i | 8.5
O=C(Nc1ccc2c(c1)CN(Cc1ccc(CO)o1)CC2)c1ccc(C(F)(F)F)cc1 | -8.8 | -7.2 | 7.8 | 2.6 | -47.6 | 0.4 | 13.7 | -9.3 | 0.3 | 2.1
CCOC(=O)c1nc(Nc2ccccc2CC)c2ccccc2n1 | -29.8 | 11.1 | -0.7 | 2.3 | 20.7 | 0.1 | -0.5 | -0.3 | i | 1.4
CN(C)S(=O)(=O)c1cccc(NC(=O)C2Cc3ccccc3CN2C(=O)c2ccccc2)c1 (stereo unspecified) | 0.7 | -1.1 | 0.7 | 4.9 | 15.8 | 8.2 | 0.2 | 1.3 | -0.2 | -6.3
COc1ccc(N2CCN(C(=S)Nc3cc(C)cc(C)c3)CC2)cc1 | -5.0 | 3.6 | 6.3 | -5.3 | 14.4 | x | 6.7 | 11.7 | -0.9 | 3.4
COC(=O)C(NC(=O)c1ccc(F)cc1)(Nc1ncc(S(=O)(=O)c2ccc([N+](=O)[O-])cc2)s1)C(F)(F)F (stereo unspecified) | 3.8 | 32.8 | 5.4 | 3.2 | 24.7 | x | -9.6 | 12.8 | -0.1 | -3.4
CC1CCc2cc(F)cc3c(O)c(C(=O)NCC4CCCO4)c(=O)n1c23 (stereo unspecified) | 0.1 | -6.5 | 6.9 | -1.0 | 4.7 | x | 31.2* | -4.7 | i | -0.8
O=C(O)c1ncc(-c2ccccc2)cn1 | -2.8 | 10.5 | 10.0 | 3.2 | 36.1 | x | -0.2 | 1.4 | 1.4 | 6.4
Nc1nc(-c2ccccc2)nn1C(=O)Cc1ccccc1 | 2.2 | -11.6 | 7.5 | -2.1 | -11.2 | x | -5.8 | 0.5 | 3.1 | -0.4
Cn1c(SCC(=O)NC2CCCCCC2)nnc1-c1cccs1 | 13.6 | -1.8 | -0.7 | -5.0 | 4.5 | x | -2.2 | -1.5 | 0.8 | 4.9
O=C1CSC(c2cccc([N+](=O)[O-])c2)N1c1ccccc1 (stereo unspecified) | 8.1 | 1.7 | -15.6 | -2.1 | 18.8 | 1.4 | -9.7 | -4.2 | 2.0 | 2.6
CSC(=NS(=O)(=O)c1ccc(C)cc1)SC | 4.3 | -4.1 | -3.5 | -1.8 | 18.8 | x | 0.7 | -2.8 | -1.8 | -2.9

Retrieved one by one from above:
SMILES | MazF activator | SSB-PriA inh | CCHFV vOTU inh | 3CLpro inhibitor | DUSP3 inh | TcdB GH inh | PrPC surface inh | Rv3671c inh | Vc quorum ag | Yp Topo-I inh
Cn1c(SCC(=O)NC2CCCCCC2)nnc1-c1cccs1 | 13.6 | -1.8 | -0.7 | -5.0 | 4.5 | x | -2.2 | -1.5 | 0.8 | 4.9
CN(C)S(=O)(=O)c1cccc(NC(=O)C2Cc3ccccc3CN2C(=O)c2ccccc2)c1 (stereo unspecified) | 0.7 | -1.1 | 0.7 | 4.9 | 15.8 | 8.2 | 0.2 | 1.3 | -0.2 | -6.3

Of the compounds above, these contain a thiophene ring, fused or not.
SMILES | MazF activator | SSB-PriA inh | CCHFV vOTU inh | 3CLpro inhibitor | DUSP3 inh | TcdB GH inh | PrPC surface inh | Rv3671c inh | Vc quorum ag | Yp Topo-I inh
CCOc1ccc(NC(=O)CCCNC(=O)Cn2cnc3sc(C)c(C)c3c2=O)cc1 | 0.6 | -8.6 | 7.3 | 0.3 | 10.1 | 0.5 | 1.0 | 10.1 | -0.6 | -2.0
O=C1CC(=O)Nc2cc(S(=O)(=O)NCc3cccs3)ccc2N1 | 1.3 | -8.7 | 1.6 | -3.8 | 14.0 | 0.3 | 1.1 | 10.2 | -0.6 | 3.9
Cn1c(SCC(=O)NC2CCCCCC2)nnc1-c1cccs1 | 13.6 | -1.8 | -0.7 | -5.0 | 4.5 | x | -2.2 | -1.5 | 0.8 | 4.9

Next part
SMILES | MazF activator | SSB-PriA inh | CCHFV vOTU inh | 3CLpro inhibitor | DUSP3 inh | TcdB GH inh | PrPC surface inh | Rv3671c inh | Vc quorum ag | Yp Topo-I inh
Cc1cccc(C(=O)NCC(=O)NNC(=O)c2ccccc2O)c1 | 1.3 | 9.2 | -5.4 | x | x | 0.3 | 1.2 | 5.1 | i | 3.1
COC(=O)c1c(NC(=O)Cn2nc(C(F)F)cc2C(F)F)sc(C)c1C | -1.8 | -5.5 | 15.6 | 5.8 | 4.1 | x | 1.1 | 1.5 | 7.1 | -5.7
Cc1cc(C(C)(C)C)cc(C)c1N | -2.9 | -6.0 | 5.5 | 0.2 | -11.7 | x | -5.1 | -9.1 | -3.0 | -1.3
CCOCCCNC(=O)C(c1ccc(OC)cc1)N(Cc1cccs1)C(=O)CNC(C)=O (stereo unspecified) | 11.0 | 8.8 | 12.9 | -1.1 | -9.5 | 0.7 | -5.5 | 0.8 | i | -0.8
CNC(=S)N/N=C/c1cn(CCOc2cccc(OC)c2)c2ccccc12 | 3.5 | x | 12.4 | -0.2 | -4.5 | x | 3.5 | 2.5 | -0.8 | -0.6
Cc1cccc(CSCc2ccc(C(=O)NC(C)C)o2)c1 | 5.5 | -7.7 | -11.7 | -0.3 | 0.1 | 0.4 | 9.3 | 5.3 | -1.0 | 9.0
Cc1cc(C)n(CCC(=O)N/N=C/c2ccccc2O)n1 | 10.7 | x | -3.1 | -4.4 | -17.5 | -5.7 | -0.1 | 3.0 | -0.6 | -0.3
CN1CCN(C(=O)c2cccn(Cc3c(Cl)cccc3Cl)c2=O)CC1 | 0.2 | -3.0 | 5.1 | -2.5 | x | 0.4 | -4.1 | -10.5 | i | -6.1
Clc1ccc(-n2cc(COCc3ccccc3)nn2)cc1 | 2.7 | -14.4 | -6.7 | 0.5 | 2.2 | 0.4 | -15.6 | 2.8 | -0.3 | 4.4
O=Cc1c(N2CCN(c3cccc(Cl)c3)CC2)nc2ccccn2c1=O | 0.9 | 8.8 | 14.2 | -0.8 | -0.9 | x | -3.6 | -0.3 | -0.4 | 11.7
CC(=O)CSc1nc2ccccc2o1 | 6.3 | -1.1 | -13.7 | -2.5 | -1.0 | x | -2.1 | 5.0 | i | -1.2
Cc1ccc(CN(C)C[C@H]2OCc3cnnn3CCCC(=O)N([C@@H](C)CO)C[C@@H]2C)cc1 | -5.8 | x | 3.2 | x | x | -1.0&1.6 | 2.8 | x | -0.5 | 5.8
Cc1cccc2c(=O)n3c(cc12)-c1[nH]c2ccccc2c1CC3 | 16.2 | -15.7 | -22.9 | x | x | 0.8 | 6.8 | x | -1.1 | -21.3
Cc1c(C(=O)NC2CCCCC2)oc2c1C(=O)CC(C)(C)C2 | 8.1 | -6.4 | 5.0 | 1.7 | -2.0 | x | -4.5 | -9.6 | -1.2 | -3.5
CCc1ccc(N2CCN(C(=O)N3CCOCC3)CC2)cc1 | 3.2 | -19.8 | -2.8 | 5.6 | 21.5 | -0.8 | 7.2 | 2.9 | -1.2 | 5.8
CCCN(CC(=O)Nc1ccccc1OC)C(=O)c1cc(-c2ccccc2)nn1-c1ccccc1 | -5.1 | 5.0 | 7.5 | x | x | 1.2 | 10.3 | -2.6 | i | 32.3
COc1ccc(-c2nc3c(c(SCC(=O)Nc4cccc(O)c4)n2)Cc2c(CO)cnc(C)c2O3)cc1 | -4.9 | -2.5 | 6.4 | -1.7 | -7.2 | 5.0 | 1.4 | -70.0 | i | 12.0
CN(C)c1ccc(NC(=O)CSc2n[nH]c(-c3ccco3)n2)cc1 | 5.2 | 0.7 | 4.5 | 1.5 | -0.9 | 1.4 | -6.7 | -3.8 | -0.2 | 1.2
CCCCN(C(=O)c1cccc(S(=O)(=O)N(CC)c2ccccc2)c1)c1c(N)n(CC(C)C)c(=O)[nH]c1=O | -0.8 | -10.6 | 12.0 | x | x | 0.7 | 1.7 | x | i | -9.9
CC(=O)Nc1ccc(NC(=O)C2CCCN2C(=O)NCc2ccccc2)cc1 (stereo unspecified) | -2.5 | -12.4 | 1.3 | -0.8 | 43.6 | 1.3 | 1.1 | 5.2 | -0.2 | -6.7
COc1ccc(-n2c(CNC(=O)c3ccc(S(=O)(=O)N4CCCC4)cc3)n[nH]c2=S)cc1 | 2.0 | -9.6 | -18.9 | -2.1 | 23.5 | x | -3.6 | 9.1 | -0.4 | 0.6
CCCCC1(O)CC(C(F)(F)F)=NN1C(=O)COc1ccccc1 (stereo unspecified) | -3.9 | -17.4 | 17.0 | 1.0 | 4.2 | 0.9 | 3.2 | 4.4 | i | 21.0
COc1ccc(Cn2ccnc2SCC(=O)Nc2ccc(F)cc2F)cc1 | 4.0 | 24.0 | 6.6 | x | x | 1.1 | 5.9 | x | -1.3 | 10.4
CC(C)OC(=O)/C(=C\c1ccccc1)NC(=O)c1ccccc1 | 8.3 | -11.7 | 4.2 | 2.3 | 13.9 | 0.3 | 3.6 | -0.5 | -0.3 | -11.1
CSc1cccc(N2CC(C(=O)Nc3cccc(S(=O)(=O)N4CCCC4)c3)CC2=O)c1 (stereo unspecified) | -1.4 | -3.6 | -4.2 | x | x | 0.2 | 2.0 | -6.5 | i | -4.0
CC(Sc1ccc(S(=O)(=O)N2CCN(C)CC2)cn1)C(=O)NC1(C#N)CCCCC1 (stereo unspecified) | 5.7 | -2.9 | 1.4 | x | x | 5.7 | 0.0 | x | i | -0.3
CC(=O)N1CCN(S(=O)(=O)c2ccc(C)cc2)C1C (stereo unspecified) | 4.5 | -8.3 | -6.0 | x | x | -1.4 | -4.0 | -2.4 | -0.6 | -8.4
Cc1ccc(-c2nn(-c3ccccc3)cc2C(=O)Nc2ccc(C)c(S(=O)(=O)N3CCOCC3)c2)cc1 | -3.6 | -20.9 | 0.4 | 1.1 | 34.1 | x | 10.3 | -226.5 | -0.3 | 12.6
CC(C)c1ccc(-c2nnn(CCC(=O)O)n2)cc1 | 0.6 | -8.6 | x | 1.1 | 3.3 | x | x | 8.3 | -1.4 | 8.8
CCOc1ccc(S(=O)(=O)N(CC(=O)O)c2ccc(C)cc2)cc1 | 8.5 | -7.7 | -17.9 | -4.4 | 9.7 | 6.3 | 7.6 | 9.9 | -0.4 | -1.7
O=S(=O)(NC1c2cccc3cccc(c23)C1Sc1ncccn1)c1ccc(Cl)cc1 (stereo unspecified) | -0.2 | -7.9 | 3.9 | 1.8 | -3.8 | 0.6 | 10.6 | -49.0 | -0.3 | 3.6

Not all compounds are listed. The share of hits here may be higher or lower than overall.
